TDP1 cell noCPT: qHTS for Inhibitors of human tyrosyl-DNA phosphodiesterase 1 (TDP1): qHTS in cells in absence of CPT; DT40 Tdp1-/- hTDP1 cells, no CPT, ATP luminescence, 48 h; Potency, µM (titrated, usually from 46.2 µM), without a hit: top-dose activity change, negative = growth inhibition, hits mostly inhibitors; actives 15% (n = 420,000); AID 686978, 2013; also: nearly all actives have a fitted effect of over 55% in size
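No-CPT arm: Tdp1-/-;hTDP1 DT40 cells (400/well) plus compounds, incubated ≥48 hr at 37 °C. Readout CellTiter-Glo luminescence.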
TDP1 block: blocks human tyrosyl-DNA phosphodiesterase 1 | Q9NUW8 | recombinant TDP1, AlphaScreen DNA substrate cleavage | Potency, µM (series often up to 130 µM), for inactives: at the highest dose activity change, negative = inhibition, actives largely listed as inhibitors | actives 0.28% (n = 350,000) | AID 485290; also: nearly all actives have a fitted effect of over 40% in size
Target sequence (Q9NUW8 whole entry, looked up): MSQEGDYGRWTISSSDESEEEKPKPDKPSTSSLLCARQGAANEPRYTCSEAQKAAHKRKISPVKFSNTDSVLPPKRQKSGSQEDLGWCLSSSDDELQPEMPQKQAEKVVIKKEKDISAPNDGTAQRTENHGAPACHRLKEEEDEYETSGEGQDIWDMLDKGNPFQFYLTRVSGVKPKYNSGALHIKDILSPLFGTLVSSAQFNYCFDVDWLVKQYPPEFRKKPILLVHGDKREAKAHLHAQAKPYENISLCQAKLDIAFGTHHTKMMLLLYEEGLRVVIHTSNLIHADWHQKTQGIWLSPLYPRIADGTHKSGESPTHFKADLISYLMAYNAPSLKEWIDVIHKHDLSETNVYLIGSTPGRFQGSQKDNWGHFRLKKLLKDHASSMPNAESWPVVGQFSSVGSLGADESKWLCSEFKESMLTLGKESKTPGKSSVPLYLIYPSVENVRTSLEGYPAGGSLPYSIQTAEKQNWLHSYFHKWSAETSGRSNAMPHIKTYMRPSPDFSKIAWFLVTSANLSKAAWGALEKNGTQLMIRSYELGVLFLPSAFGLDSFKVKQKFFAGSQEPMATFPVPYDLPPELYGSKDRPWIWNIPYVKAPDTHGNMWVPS
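Recombinant human Tdp1 (E. coli-expressed, 1 nM final) preincubated with compounds 15 min at room temperature, then 5'-biotin/3'-phosphotyrosine-FITC DNA substrate (15 nM final) added for 5 min. AlphaScreen beads (10 ug/ml final) added 10 min; cleavage lowers signal.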
N370S GC: inhibitors or activators of N370S glucocerebrosidase for Gaucher disease; P04062; N370S GC spleen homogenate, 4MU-glucoside fluorescence; Potency, µM (doses to about 59.4 µM), inactives show at the top dose activity change, negative = inhibition, hits mostly inhibitors; actives 0.092% (n = 330,000); AID 2101;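 also: 0% = full enzyme activity and -100% = no enzyme basal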
The depositor's hits bear a star; ? = inconclusive; / = no result given; & = joins results of further samples; [ ] = remark or other dose. Calls follow the shape of the dose curve; as a rule, active = well fitted curve in the direction sought with a large enough effect; inconclusive = small, poorly fitted or top-dose-only effect, or another doubt; inactive = no such curve, though single readings can be large; an effect the other way counts as inactive or inconclusive. Unless noted, % is scaled to controls: 0 for no effect and ±100 for the full control effect; potency is read from the fitted curve at half-maximal effect. Only part of the results is shown, so the mix of outcomes need not match the whole.

SMILES | TDP1 cell noCPT | TDP1 block | N370S GC
O=C(NCc1cccnc1)c1ccc(N2CCOCC2)c([N+](=O)[O-])c1 | 16.4µM* | 5.4% | 3.4%
NNC(=O)c1ccc(OCC2CC(c3ccc(Cl)cc3)=NO2)cc1 (stereo not drawn) | ? | / | -7.0%
CCOc1cc(-c2cc(-c3ccc(NC(C)=O)cc3)nc(N)c2C#N)ccc1O | 20.6µM* | / | -6.7%
O=C(CN1CCN(S(=O)(=O)c2cccc(Cl)c2)CC1)N1CCCCC1 | 1.5% | 2.0% | /
COc1ccc(-n2nc3ccc(NC(=O)c4cccc(OCCC(C)C)c4)cc3n2)cc1 | 7.31µM* | -0.4%[12.3 µM] | /
N#Cc1cccc(C#N)c1Oc1ccc(S(=O)(=O)Nc2ccc(Cl)cc2)cc1 | 16.4µM* | 1.4% | -17.7%
CC1(C)C(=O)Nc2ccccc2N1C(=O)COC(=O)CNS(=O)(=O)c1ccc(F)c(F)c1F | -2.8% | -4.8% | /
Cc1cc(C)cc(NC(=O)c2cc(S(=O)(=O)N3CCCCCC3)cn2C)c1 | -16.5% | 4.1% | /
CC(C)(C)c1ccc(C(=O)NNC(=O)C(=O)N2CCCCC2)cc1 | -14.2% | 4.1% | 10.7%
CCOC(=O)CNC(=O)c1nn(-c2cccc(OC)c2)c(=O)c2ccccc12 | -15.7% | 6.5% | -8.9%
N#CC(C#N)=c1ccc2c(c1)NC1(CCCCC1)N=2 | 10.3µM* | 10.2% | 26.7%
COc1cccc(/C=C/c2onc(C)c2S(=O)(=O)N2CCC(C(=O)N3CCC(C)CC3)CC2)c1 | 16.4µM* | -1.9% | /
COc1cc(/C=N/Nc2ccc(S(N)(=O)=O)cc2[N+](=O)[O-])cc(OC)c1O | -23.5% | -4.1% | -14.4%
CCOC(=O)c1nn(-c2ccccc2C)c(=O)c(C#N)c1C | 4.7% | 2.0% | -20.7%
Cc1cccc(-n2ncc3c2CCCC3NC(=O)C2=CC(=O)CC(C)(C)O2)c1C (stereo not drawn) | 8.2µM* | 2.4%[56.1 µM] | 0.2%
COc1cccc(CNC(=O)CN2C(=O)CCCc3ccccc32)c1OC | -11.7% | 1.2% | /
Cc1nnc(N/N=C/c2cc([N+](=O)[O-])c(N3CCC(C)CC3)cc2N2CCC(C)CC2)n1N | ? | 12.9% | -14.1%
O=C(C[n+]1ccccc1)NNc1ccccc1 | -15.5% | 0.0% | -5.5%
CN1C(=O)CC(C(=O)Nc2ccc(F)cc2)SC1=Nc1ccc2c(c1)OCO2 (stereo not drawn) | -14.5% | 5.3% | -9.0%
C=CCNC(=O)C(=O)NCC(c1ccc2c(c1)OCO2)N1CCN(c2ccc(F)cc2)CC1 (stereo not drawn) | ? | 5.7% | -1.2%
O=C1NC2(CCCCC2)C(=O)N1CCS(=O)(=O)Oc1ccc(Br)cc1 | ? | 2.5% | 0.9%
CC(C)OC(=O)c1c(NC(=O)C2CC=CCC2C(=O)O)sc2c1CCCCC2 (stereo not drawn) | -22.6% | / | ?
Cc1cccc(NC(=O)N2CCC(CN3CCOCC3)CC2)c1C | -0.5% | 1.2% | /
O=C(OCCN1CCCC1=O)c1cncc(Br)c1 | -5.3% | 5.2% | -5.7%
O=C(O)CN1C(=O)/C(=C\c2cc(Br)ccc2OCc2ccccc2Cl)SC1=S | -12.4% | / | -12.1%

Sorted by molar mass (high to low): some entries from above.
SMILES | TDP1 cell noCPT | TDP1 block | N370S GC
CC1(C)C(=O)Nc2ccccc2N1C(=O)COC(=O)CNS(=O)(=O)c1ccc(F)c(F)c1F | -2.8% | -4.8% | /
CC(C)OC(=O)c1c(NC(=O)C2CC=CCC2C(=O)O)sc2c1CCCCC2 (stereo not drawn) | -22.6% | / | ?
Cc1cc(C)cc(NC(=O)c2cc(S(=O)(=O)N3CCCCCC3)cn2C)c1 | -16.5% | 4.1% | /
Cc1cccc(NC(=O)N2CCC(CN3CCOCC3)CC2)c1C | -0.5% | 1.2% | /

An excerpt of these results, as comma-separated lines.
canonical_smiles,TDP1 cell noCPT,TDP1 block,N370S GC
CCOC(=O)CNC(=O)c1nn(-c2cccc(OC)c2)c(=O)c2ccccc12,-15.7%,6.5%,-8.9%
O=C(O)CN1C(=O)/C(=C\c2cc(Br)ccc2OCc2ccccc2Cl)SC1=S,-12.4%,/,-12.1%
COc1cccc(/C=C/c2onc(C)c2S(=O)(=O)N2CCC(C(=O)N3CCC(C)CC3)CC2)c1,16.4µM*,-1.9%,/
CC(C)(C)c1ccc(C(=O)NNC(=O)C(=O)N2CCCCC2)cc1,-14.2%,4.1%,10.7%
NNC(=O)c1ccc(OCC2CC(c3ccc(Cl)cc3)=NO2)cc1 (stereo not drawn),?,/,-7.0%

More structures follow:
SMILES | TDP1 cell noCPT | TDP1 block | N370S GC
C(=N\N1CCN(Cc2ccccc2)CC1)/c1cccnc1 | -0.3% | -1.2% | 2.1%
O=C(CSc1nc2ccccc2c(=O)n1-c1ccccc1)NC(=O)CN1CCCC1=O | 3.4% | 22.4µM* | 5.2%
CCCCc1cc(=O)oc2cc(OCC(=O)N3CCC(C(=O)O)(c4ccccc4)CC3)ccc12 | ? | / | -6.0%
Cn1ccnc1C(=O)c1cc(=O)c2ccccc2o1 | 3.9% | 5.2% | -0.3%
CCc1ccc(CN2CCC(C(=O)Nc3cccc(-c4nnc(C)s4)c3)CC2)o1 | -8.7% | 3.9% | -8.4%
Cc1cccc(N2CCN(C(=O)c3cc4n(n3)C(C(F)(F)F)CC(c3ccco3)N4)CC2)c1C (stereo not drawn) | 14.6µM* | 0.0% | 16.8%
CN(CC(=O)Nc1ccc(F)c(F)c1F)C(=O)CN1C(=O)C2CCCCC2C1=O (stereo not drawn) | -26.8% | 2.4% | -17.5%
N#CC1=C(N)Oc2n[nH]c(-c3cccs3)c2C1c1cccs1 (stereo not drawn) | -28.3% | 2.2% | ?
CCCCCCc1ccc(OCC(=O)OC)cc1OCC(=O)OC | -11.0% | 3.5% | 8.8%
CN1/C(=C\C(=O)COC(=O)c2ccc([N+](=O)[O-])o2)C(C)(C)c2ccccc21 | -15.3% | 8.9% | 0.3%
CC(=O)NN1C(=O)/C(=C\c2ccccc2)SC1=S | ? | 0.0% | 0.1%
O=C(Cc1ccc(NS(=O)(=O)c2cccc(C(F)(F)F)c2)cc1)NCCN1CCOCC1 | -31.3% | 2.7% | -11.9%
Cc1ccccc1C1N(c2nccs2)C(=O)C2CCCN21 (stereo not drawn) | -6.0% | -8.1% | 0.3%
Cc1ccc(C(=O)NC(NCc2ccccc2)C(Cl)(Cl)Cl)cc1 (stereo not drawn) | -6.7% | 5.3% | 0.0%
CSc1nnc2c3cc(C)ccc3n(Cc3ccccc3)c2n1 | 11.6µM* | -2.1% | 9.2%
CCC(=O)OC1(C)C(=O)C=C2C=C(C3CC3)OC=C2C1=O (stereo not drawn) | -12.8% | 0.6% | 4.0%
Cc1ccc(NC(=O)N/C=C/c2ccco2)cc1 | -13.7% | -13.2% | 10.4%
Cc1ccc(C2CC(c3ccccc3)=NN2C(=O)CSc2nnc(-c3ccc(Cl)cc3)o2)o1 (stereo not drawn) | ? | 3.1% | 6.4%
N#C/C(C(=S)Nc1ccccc1)=C1/NN=C(N2CCOCC2)N1c1ccccc1 | ? | 0.6% | 1.6%
CCc1ccc(/C(C)=N/NC(=O)c2ccccn2)cc1 | 4.3% | 5.9% | -1.8%
COc1ccc(Nc2cc(C)c3cc(NC(=O)c4cc(OC)cc(OC)c4)ccc3n2)cc1 | 7.31µM* | 8.7% | /
COc1ccc(-n2c(=O)c(C)nc3cnc(N4CCNCC4)nc32)cc1 | -4.5% | / | -10.3%
CCOc1ccc(C(=O)Nc2ccc(N3CCN(C)CC3)cc2)cc1Br | 29.1µM* | 1.9% | 13.7%
Nc1nc(Nc2ccccc2F)sc1C(=O)c1ccccc1 | ? | / | 1.8%
Cn1nc(C(=O)NCc2ccc(F)cc2)cc1C(=O)NCc1ccc(F)cc1 | ? | 0.9% | -10.2%

New compounds follow:
SMILES | TDP1 cell noCPT | TDP1 block | N370S GC
c1ccc(-c2nc3ccccn3c2NC2CCCC2)nc1 | 16.4µM* | 6.0% | -18.0%
CC1=NN(c2ccccc2)C(=O)C1c1ccccc1 (stereo not drawn) | -11.7% | 0.0% | -4.1%
O=C(CN1CCN(c2ccc(O)cc2)CC1)Nc1ccc2c(c1)OCCO2 | ? | 1.2% | -2.6%
Cn1c(CCCOc2ccc(Cl)cc2Cl)nnc1SCC(=O)Nc1cccc(F)c1 | ? | 3.0% | -3.1%
O/N=C/c1ccc(OCc2ccccc2)c(Br)c1 | ? | 0.6% | -29.7%
O=C(Nc1ccc(S(=O)(=O)N2CCCCC2)cc1)c1ccc(F)cc1 | ? | -5.1% | 1.5%
CCc1nonc1NC(=O)c1oc2ccc(Cl)cc2c1C | -16.8%&-2.4% | 0.4%&4.7% | 1.4%
CC(=O)c1ccc(OC(=O)C2CC(=O)N(c3cccc(C)c3)C2)cc1 (stereo not drawn) | -8.9% | 4.5% | 6.9%
COc1ccc(OCC(=O)NCCS(=O)(=O)N2CCN(c3cccc(Cl)c3)CC2)cc1 | ? | 4.1% | /
CCc1cccc2c(C(=O)CN3C(=O)NC(C)(c4cccc5ccccc45)C3=O)c[nH]c12 (stereo not drawn) | ? | 5.4% | -2.1%
COc1ccccc1OCc1nc(-c2ccc([N+](=O)[O-])cc2)no1 | ? | 2.6% | -4.0%
Cc1cc2c(c(=O)n1Cc1cccnc1)C(c1ccccc1)C(C#N)=C(N)O2 (stereo not drawn) | ? | 4.9% | 1.3%
CCOC(=O)c1ccc(NC(=O)N2CCN(c3ccccc3OC)CC2)cc1 | ? | -1.2% | 4.0%
Cn1c(CN2CCCC2)c(C#N)c2ccccc21 | -10.1% | 3.5% | -10.9%
COc1ccccc1-c1noc(-c2ccc(NC(C)C)c([N+](=O)[O-])c2)n1 | ? | 8.6% | /
COc1ccc(C2C(C(=O)N3CCN(c4ccccc4)CC3)c3ccccc3C(=O)N2C)cc1OC (stereo not drawn) | 5.9% | 3.2% | 13.7%
O=C(N/N=C/c1cccnc1)c1ccccc1OCc1ccc(Cl)cc1 | / | 5.8% | 16.2%
CCN(CC(=O)Nc1ccccc1OC)C(=O)c1cccc(-n2cccc2)c1 | -6.2% | 8.9% | -14.2%
COc1ccccc1NS(=O)(=O)c1cc(NC(=O)c2cccnc2)ccc1N1CCCCC1 | 23.1µM* | 2.3% | /
CC(C)Nc1nc(NC(C)C)nc(N(C#N)C(C)C(=O)N(C)C)n1 (stereo not drawn) | / | 0.0% | -13.5%
COc1ccccc1CCC(=O)OCC(=O)c1c(N)n(CC(C)C)c(=O)n(C)c1=O | -9.3% | 3.8% | -4.5%
COc1ccc(/C=N/N2CCN(c3ccccc3OC)CC2)cc1OC | -17.9% | 6.2% | 2.6%
Fc1ccc(C(OCCCc2cnc[nH]2)c2ccc(F)cc2)cc1 | / | 16.2%[56.1 µM] | ?
Cc1cc(C)c(C(N)=O)c(Nc2cccc3ccccc23)n1 | -22.7% | 4.2%[56.1 µM] | -1.4%
Cn1ccnc1SCC(=O)N1CCN(S(=O)(=O)c2ccccc2)CC1 | 17.9% | -10.3% | -23.5%

Other entries:
SMILES | TDP1 cell noCPT | TDP1 block | N370S GC
Clc1ccc(-c2nnc(-c3cccc4ccccc34)o2)cc1Cl | ? | / | -2.8%
CCOC(=O)c1c(-c2ccc(OC)cc2)csc1NC(=O)CSc1ncnc2sccc12 | ? | -2.3% | -1.5%
COc1ccc(CCC(=O)NCC23CC4CC(CC(C4)C2)C3)cc1 | -15.8% | / | 0.2%
COc1ccc(S(=O)(=O)NCCc2cc3ccc(C)c(C)c3[nH]c2=O)cc1 | 23.1µM* | 2.5% | -3.0%
Cc1ccccc1OCCC(=O)N1CCN(S(=O)(=O)c2ccc(Br)cc2)CC1 | 23.1µM* | 1.5%[0.505 µM] | -0.4%
COC(=O)C1=C(c2ccccc2)c2ccccc2S(=O)(=O)N1CC(=O)Nc1cccc(C(C)=O)c1 | ? | 4.5% | /
COc1cccc(N2CCN(S(=O)(=O)c3cc(Br)cc4c3N(C(=O)C3CC3)CC4)CC2)c1 | ? | 0.0% | /
CSc1cccc(NC(=O)Nc2ccccc2OCc2cc(=O)n3cc(C)ccc3n2)c1 | 20.6µM* | 0.0% | /
CC(C)(C)c1ccc(Oc2ccc(NC(=O)c3ccco3)cn2)cc1 | 1.64µM* | 0.0% | 9.4%
O=C(NC(Cc1ccccc1)C(=O)O)/C(=C\c1ccco1)NC(=O)c1ccccc1 (stereo not drawn) | -11.9% | -3.4% | -8.3%
COc1ccc(CCNc2nc(-c3cccnc3)nc3ccccc23)cc1OC | 9.2µM* | 10.0% | ?
Cc1ccc(CCNC(=O)CCc2cn(Cc3ccccc3C)c3ccccc23)cc1 | 16.4µM* | 2.6% | /

Screens as filed in PubChem.
